Spn DPM-DC inh: S. pneumoniae DPM-DC inhibitors, primary screen, biochemical, PK/LDH-coupled NADH fluorescence. AID 556, 2006. diphosphomevalonate decarboxylase (Streptococcus pneumoniae D39). calls only at 10 µM. purified DPM-DC. 65,000 tested, 0.49% active;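 active = the 320 compounds with the highest percent inhibition in the single-dose primary screen, excluding strongly autofluorescent ones, cut at about 32% in these data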;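 note: kinetic rate of NADH fluorescence loss reporting ADP formed by the decarboxylase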
Bfl-1 displacement: Bfl-1 inhibitors, primary screen, biochemical, fluorescence polarization, FITC-Bid, mouse (AID 432); Bcl-2-related protein A1 (Mus musculus); displacement, % at 20 µM, or IC50 in µM where a hit was titrated; 64,000 tested, 0.02% active; FITC-Bid BH3 peptide fluorescence polarization displacement; higher % means a stronger effect; in the data active = a potency from the dose series; inactive = the rest, 99 in 100 with displacement below about 15%; note: strong numbers were not always called active
Alkaline phosphatase: human TNAP enzyme inhibitors, biochemical, luminescent (AID 518) | one-dose inhibition, % at 20 µM; IC50 in µM for titrated hits | purified TNAP enzyme, luminescent substrate readout; higher % means a stronger effect | 64,000 tested, 0.09% active; in the data active = a potency from the dose series; inactive = the rest, 99 in 100 with inhibition below about 22%;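 note: plate controls were vehicle for no effect and reference inhibitor for full effect; many of its hits are not listed in these tables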
HT1080 viability: cytotoxicity in HT1080 fibrosarcoma cells, cell-based, fluorescence readout (AID 620). HT1080 viability, fluorescence; higher % means a stronger effect. 87,000 tested, 0.42% active. one-dose cytotoxicity, % at 10 µM; EC50 in µM for titrated hits;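 note: cells exposed to compound overnight then 4 h with Alamar Blue; 0% = vehicle DMSO and 100% = killing control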
LYP inhibition: LYP phosphatase inhibitors, primary screen, biochemical, DiFMUP fluorescence, recombinant catalytic domain, 10 µM (AID 606). Tyrosine-protein phosphatase non-receptor type 22 (Homo sapiens). recombinant LYP catalytic domain, DiFMUP fluorescence; higher % means a stronger effect. one-dose inhibition, % at 10 µM; IC50 in µM for titrated hits. 52,000 tested, under 10 active;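 active = IC50 under 40 µM in the dose-response test; inactive = IC50 of 40 µM or more, or never dose-tested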
Spn MK inh: S. pneumoniae MK inhibitors, primary screen, biochemical, PK/LDH-coupled NADH absorbance | 65,000 tested, 0.48% active | inhibition, % at 10 µM | purified MK, PK/LDH-coupled NADH absorbance 340 nm | mevalonate kinase [Streptococcus pneumoniae D39] | AID 555, 2006;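 active = ranked among the strongest by inhibition in the single 10 µM screen, a fixed top-ranked set picked for dose follow-up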; note: no value below 0 was filed
HPDE-C7 viability: cytotoxicity in HPDE-C7 cells, cell-based, fluorescence, HTS (AID 430); HPDE-C7 pancreatic duct cells viability, fluorescence; higher % means a stronger effect; cytotoxicity, % at 10 µM, or EC50 in µM where a hit was titrated; 63,000 tested, 1.8% active;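 note: cells exposed to compound for 48 hours before viability readout; 0% = vehicle and 100% = reference cytotoxic drug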
KRASV12 cytotoxicity: cytotoxicity in KRAS-transformed pancreatic duct cells, primary screen, cell-based, fluorescence, HTS (AID 431); HPDE-C7K KRASV12 cells, Alamar Blue viability, 48 h; higher % means a stronger effect; cytotoxicity, % at 10 µM; hits with a dose series show EC50 in µM; 63,000 tested, 1.7% active;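 active = compounds whose percent cytotoxicity in the single-dose primary screen, scaled between solvent and toxic-drug controls, exceeds 50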;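 note: 0% = DMSO solvent wells and 100% = doxorubicin-treated wells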
Spn PMK inh: S. pneumoniae PMK inhibitors, primary screen, biochemical, mevalonate pathway, pilot trial included; phosphomevalonate kinase (Streptococcus pneumoniae D39); purified PMK, PK/LDH-coupled NADH absorbance 340 nm; inhibition, % at 10 µM; 65,000 tested, 0.49% active; AID 539, 2006;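 active = top-ranked compounds by inhibition in the single 10 µM screen, taking a fixed number of the strongest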;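 note: 0% = full reaction with DMSO carrier and 100% = background rate without enzyme reaction; no value below 0 was filed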
Spn PMK inh pilot replicates: also measured in Spn PMK inh; calls as there; inhibition, %; measured here: pilot screen replicates
Spn MK inh pilot replicates: second read-out of Spn MK inh, no call of its own (marks repeat the call); inhibition, %; measured here: pilot screen replicates
Spn DPM-DC inh pilot screen %: second read-out of Spn DPM-DC inh, no call of its own (marks repeat the call); inhibition, %; measured here: pilot screen trials
The depositor's hits bear a star; i = inactive; · = no result given. Cut-off read from the data, not from the text of the source, unless noted: active = cytotoxicity above about 50%; inactive = the rest.

SMILES	Spn DPM-DC inh	Bfl-1 displacement	Alkaline phosphatase	HT1080 viability	LYP inhibition	Spn MK inh	HPDE-C7 viability	KRASV12 cytotoxicity	Spn PMK inh	others
COc1cccc(-n2c(COc3ccc(C)cc3)nnc2SCC(=O)O)c1	i	-10%	14%	-4%	-6%	10	9%	1%	14
CCOC(=O)C1=C(C)NC(C)=C(C(=O)OCC)C1C(=O)OCC(=O)N1CCC(C)CC1	i	-2%	10%	11%	22%	0	0%	4%	23
Nc1nc(SCC(=O)N2CCCc3ccccc32)n(-c2ccccc2)n1	i	-8%	5%	7%	7%	1	4%	-6%	1
CCOc1ccc(S(=O)(=O)NC(C)(C)C)cc1-c1nc2c(C(C)(C)C)nn(C)c2c(=O)[nH]1	i	0%	6%	0%	5%	0	22%	14%	6
CCN(C(=O)COc1ncnc2scc(-c3ccc(F)cc3)c12)C1CCS(=O)(=O)C1 (centres undefined)	i	0%	5%	1%	-7%	5	-2%	-5%	10
CCc1ncc(C(=O)c2ccc(OC)cc2)n1C	i	-7%	7%	6%	8%	0	-13%	-4%	0
NC(=O)/C(=N\O)c1ccccc1	i	-3%	11%	0%	14%	2	-13%	-20%	4
O=C(c1ccco1)N1CCN(c2ncnc3c2cnn3-c2ccccc2)CC1	i	-4%	9%	-9%	-6%	8	-6%	-1%	2
CCc1ccc(NC(=O)N(C2CCC(C)CC2)C2CCN(C(C)=O)CC2)cc1 (centres undefined)	i	0%	6%	7%	·	0	7%	-3%	15
CCCn1nnnc1SCC(=O)NCc1ccc(OC)cc1	i	-7%	3%	-1%	3%	14	-5%	-5%	0
CCOC(=O)N1CCN(C(=O)COc2ccccc2Cl)CC1	i	3%	9%	0%	5%	16	-4%	-12%	5
O=c1[nH]c2ccsc2c(=O)n1-c1ccc(F)c(Cl)c1	i	-2%	8%	14%	·	10	-19%	-16%	20
CN(CC(=O)N1CCc2ccccc21)S(=O)(=O)c1ccc(Br)s1	i	0%	3%	·	·	0	5%	-2%	14
O=C(COC(=O)c1ccc(N2CCCC2=O)cc1)NCc1ccco1	i	-6%	14%	2%	14%	3	-20%	-26%	1
CCOc1ccc(Cn2nnc(C(=O)NCCc3ccccc3)c2N)cc1	i	-6%	13%	1%	0%	6	-8%	4%	0
CCOC(=O)CSc1ncnc2c1cnn2-c1ccc(Cl)cc1	i	1%	-3%	0%	0%	14	6%	-4%	13
O=c1cc(-c2ccc3c(c2)OCO3)oc2ccccc12	·	-5%	8%	2%	5%	0	2%	6%	8
COC(=O)c1ccc(CSc2nnnn2C)o1	i	-4%	2%	2%	0%	1	0%	-6%	18
CCCCN=c1sc(C(=O)OC)cc(=O)n1CCCC	i	-2%	6%	16%	1%	3	-14%	-14%	13
COc1ccc(NC(=O)CC2Oc3ccc(C)cc3NC2=O)cc1 (centres undefined)	i	1%	21%	0%	12%	8	14%	0%	5
COCCn1cnc2c(c1=O)c1nc3ccccc3nc1n2/N=C/c1cccc(OC)c1OC	i	4%	8%	4%	6%	9	20%	9%	15
Cc1c(NC(=O)c2cc(=O)[nH]c(=O)[nH]2)c(=O)n(-c2ccccc2)n1C	i	-3%	-1%	12%	-17%	9	-3%	4%	16
CCCCn1c(CN2CCOCC2)nc2c1c(=O)n(C)c(=O)n2C	i	-10%	-2%	1%	0%	3	-13%	1%	0
O=C(NCCCN1CCOCC1)c1cc(-c2ccccc2)on1	i	1%	7%	·	14%	6	9%	9%	12
N#CC1=C2SCN(c3ccccc3)CN2C(=O)CC1c1cccs1 (centres undefined)	i	-8%	13%	11%	·	7	-3%	3%	4
O=C(c1cc(-c2ccccc2)on1)N1CCCC1	i	-2%	14%	-3%	2%	11	4%	3%	10
CC1(CC(=O)O)C(=O)N=C2C=CC=CN21 (centres undefined)	·	7%	14%	7%	0%	12	5%	-4%	6	Spn PMK inh pilot replicates=0.0;Spn MK inh pilot replicates=0.0
O=C(CCC1CCCC1)N1CCN(S(=O)(=O)Cc2ccccc2)CC1	i	-15%	-4%	12%	0%	0	5%	6%	4
CCC(O)CNc1nc(SC)nc2sc3c(c12)CCN(C)C3 (centres undefined)	·	-1%	3%	6%	·	10	5%	0%	0
O=C(CCN1CCOCC1)Nc1cccc(Br)c1	i	3%	14%	-2%	4%	4	-1%	-2%	9	Spn PMK inh pilot replicates=3.0;Spn MK inh pilot replicates=0.0;Spn DPM-DC inh pilot screen %=0.0

Arranged by length of the SMILES (descending): three of the compounds above
SMILES	Spn DPM-DC inh	Bfl-1 displacement	Alkaline phosphatase	HT1080 viability	LYP inhibition	Spn MK inh	HPDE-C7 viability	KRASV12 cytotoxicity	Spn PMK inh	others
Cc1c(NC(=O)c2cc(=O)[nH]c(=O)[nH]2)c(=O)n(-c2ccccc2)n1C	i	-3%	-1%	12%	-17%	9	-3%	4%	16
O=C(CCC1CCCC1)N1CCN(S(=O)(=O)Cc2ccccc2)CC1	i	-15%	-4%	12%	0%	0	5%	6%	4
N#CC1=C2SCN(c3ccccc3)CN2C(=O)CC1c1cccs1 (centres undefined)	i	-8%	13%	11%	·	7	-3%	3%	4

Next part.
SMILES	Spn DPM-DC inh	Bfl-1 displacement	Alkaline phosphatase	HT1080 viability	LYP inhibition	Spn MK inh	HPDE-C7 viability	KRASV12 cytotoxicity	Spn PMK inh	others
CCOC(=O)c1cc(-c2cccnc2)nn1-c1ccccn1	i	1%	1%	6%	·	7	0%	4%	13
O=C(COc1ccc(Br)cc1CO)Nc1ccccc1F	i	-6%	15%	4%	1%	4	-6%	21%	2
COc1ccc(OC)c(S(=O)(=O)NCc2ccccc2)c1	i	-9%	6%	-1%	·	0	3%	3%	13
CCSC1(SCC)N=C(N)C2(C#N)C(c3ccccc3)NC3=C(CCC3)C12C#N (centres undefined)	i	-8%	8%	13%	·	14	-5%	2%	8
CC(C)CCn1c(SCc2ccc(Cl)cc2)nc2c1c(=O)[nH]c(=O)n2C	i	-8%	11%	-3%	8%	10	-4%	1%	14
COC(=O)CSc1nc2sc3c(c2c(=O)n1-c1ccccc1)CCN(C)C3	i	-4%	-10%	-8%	·	10	10%	-6%	20
O=C(Nc1c(C(=O)O)oc2ccc(Br)cc12)c1ccccc1	i	7%	8%	-1%	12%	5	30%	32%	7
CCOc1ncccc1C(=O)Nc1ccccc1C(=O)NCc1ccc2c(c1)OCO2	i	6%	20%	-3%	0%	7	6%	1%	10
COCC(=O)Nc1ccc(C)c(Cl)c1	i	3%	-1%	1%	·	1	-8%	-32%	6
COc1ccc(N=C2SC(C(=O)O)CC(=O)N2C)cc1 (centres undefined)	i	2%	9%	-2%	·	0	-22%	-32%	13
Cc1ccc(S(=O)(=O)N2CCC(C(=O)N[C@H](C(=O)N3CCN(C)CC3)C(C)C)CC2)cc1	i	-13%	6%	-1%	·	1	-16%	-13%	5
c1nc(NCC2CCCO2)c2[nH]cnc2n1 (centres undefined)	i	-6%	4%	3%	·	6	0%	-10%	13	Spn PMK inh pilot replicates=3.5;Spn MK inh pilot replicates=5.0;Spn DPM-DC inh pilot screen %=4.5
CCC(=O)NCCn1c(C)cc2ccccc21	i	11%	8%	5%	-17%	6	-9%	4%	10
CCOc1ccc(OCCN2C(=O)NC3(CCCc4ccccc43)C2=O)cc1 (centres undefined)	i	-7%	3%	-1%	·	1	-4%	3%	4
CCOC(=O)N1CCN(c2c(N3CCN(c4ccccc4OC)CC3)c(=O)c2=O)CC1	i	-8%	11%	8%	2%	8	4%	10%	2	Spn PMK inh pilot replicates=1.5;Spn MK inh pilot replicates=1.5;Spn DPM-DC inh pilot screen %=0.0
COc1ccc(NC(=O)c2cc(=O)c3ccccc3o2)cn1	i	8%	0%	7%	·	0	-11%	-6%	12
Brc1cccc(-c2nnco2)c1	i	-4%	10%	4%	13%	21	-7%	8%	0
COc1cc(C2C(C#N)=C(N)Oc3c2oc(CO)cc3=O)cc(OC)c1OC (centres undefined)	i	-10%	10%	2%	·	0	3%	-11%	17
Nc1[nH]nc2nc(N3CCOCC3)nc(-c3ccccc3)c12	i	-3%	2%	-7%	·	9	-9%	-7%	12
c1ccc(-c2ccc(-c3ccccn3)nn2)nc1	i	6%	6%	·	-14%	9	1%	7%	15	Spn PMK inh pilot replicates=2.0;Spn MK inh pilot replicates=0.0;Spn DPM-DC inh pilot screen %=1.5
Cc1oc(-c2ccccc2F)nc1CS(=O)(=O)CC(=O)NCCCN(C)C1CCCCC1	i	-11%	1%	2%	·	3	7%	9%	4
O=C1c2nc3ccccn3c2C(=O)N1Cc1ccccc1	i	0%	8%	10%	6%	2	4%	1%	18
CC(=O)C1=C(C)NC(=O)NC1c1cccc(O)c1 (centres undefined)	i	4%	2%	6%	7%	14	-2%	2%	3	Spn PMK inh pilot replicates=0.0;Spn MK inh pilot replicates=0.0;Spn DPM-DC inh pilot screen %=0.0
CC1=Nc2ncnn2C(c2ccccc2)/C1=N\O (centres undefined)	i	-6%	9%	-6%	-13%	0	-6%	2%	20
Cc1cccc(-n2ncc3c(N4CCN(c5nc(C)cc(C)n5)CC4)ncnc32)c1	i	-9%	2%	30%	13%	21	-8%	8%	12
CCOC(=O)C1C(=O)NC(N2CCN(c3ccccc3)CC2)=NC1c1ccco1 (centres undefined)	i	-2%	15%	-13%	·	10	·	·	11
O=C(C1Cc2ccccc2CN1S(=O)(=O)c1cccs1)N1CCCCCC1 (centres undefined)	i	0%	10%	-2%	7%	20	-16%	-2%	11
Cc1cc(C(=O)N2CCC(C(F)(F)F)n3nccc32)on1 (centres undefined)	i	-8%	7%	10%	13%	8	0%	-15%	3
CC1CCC/C(=C\Nc2ccc3c(c2)OCO3)C1=O (centres undefined)	i	2%	17%	-12%	4%	6	3%	4%	10
CCOc1ccccc1/C=c1\sc2nc(-c3ccco3)nn2c1=O	i	4%	2%	3%	·	2	36%	11%	13
O=C(c1ccccn1)N(CC1CCCO1)C1(C(=O)NC2CCCCC2)CCCCC1 (centres undefined)	i	-4%	12%	-2%	·	13	-4%	-2%	4
CCOC(=O)CSc1nc2ccccc2c(=O)n1NC(=O)c1ccccc1	i	4%	6%	-2%	-2%	0	-11%	10%	14	Spn PMK inh pilot replicates=0.0;Spn MK inh pilot replicates=1.0;Spn DPM-DC inh pilot screen %=0.5
COC(=O)c1nc(NC2=NCCCCC2)n[nH]1	i	-4%	12%	-6%	·	0	-1%	-8%	0
CCCCCC(=O)N1CCN(CCN=CC2=C(O)CC(c3ccco3)CC2=O)CC1 (centres undefined)	i	-4%	8%	-4%	·	9	8%	-3%	4
N#Cc1c(N)nc(-c2ccccc2)nc1-c1ccccc1	i	-11%	11%	5%	1%	2	-9%	0%	11
